# Screening results deposited in PubChem BioAssay by Icahn School of Medicine at Mount Sinai.
# RBX1-CUL1 inh: inhibitors of human ROC1-CUL1 ubiquitin ligase activity | inhibition, % at 10 µM | in vitro K48 di-Ub FRET, acceptor:donor ratio, 45 min | AID 1347404 | 140,000 compounds, 0.6% hits; in the data active means inhibition above about 25%
# Target sequence (P62877 whole entry, looked up): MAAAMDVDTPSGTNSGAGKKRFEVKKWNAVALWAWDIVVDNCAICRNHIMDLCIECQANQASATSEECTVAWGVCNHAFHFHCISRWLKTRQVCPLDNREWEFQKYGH
# Target sequence (Q13616 whole entry, looked up): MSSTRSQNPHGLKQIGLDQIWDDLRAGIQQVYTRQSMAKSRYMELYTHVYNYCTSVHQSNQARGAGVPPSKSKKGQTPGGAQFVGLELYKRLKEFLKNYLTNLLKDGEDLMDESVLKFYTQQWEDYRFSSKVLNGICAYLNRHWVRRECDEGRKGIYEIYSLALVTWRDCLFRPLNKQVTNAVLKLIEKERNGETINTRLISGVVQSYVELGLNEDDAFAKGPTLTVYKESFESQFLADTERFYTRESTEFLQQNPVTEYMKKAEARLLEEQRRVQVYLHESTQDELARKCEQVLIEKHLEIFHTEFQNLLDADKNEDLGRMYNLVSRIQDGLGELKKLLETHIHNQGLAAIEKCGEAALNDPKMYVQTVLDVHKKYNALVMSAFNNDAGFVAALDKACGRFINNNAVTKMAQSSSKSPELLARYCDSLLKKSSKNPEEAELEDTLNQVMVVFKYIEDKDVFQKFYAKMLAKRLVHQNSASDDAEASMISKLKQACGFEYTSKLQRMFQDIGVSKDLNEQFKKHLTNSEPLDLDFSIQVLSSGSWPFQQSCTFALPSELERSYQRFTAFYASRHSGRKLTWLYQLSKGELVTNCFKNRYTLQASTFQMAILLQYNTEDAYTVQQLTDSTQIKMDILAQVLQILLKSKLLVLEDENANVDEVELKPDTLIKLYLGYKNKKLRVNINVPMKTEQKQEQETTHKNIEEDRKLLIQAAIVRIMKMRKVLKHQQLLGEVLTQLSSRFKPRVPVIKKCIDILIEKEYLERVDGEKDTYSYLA
# Active calls of the source: *. An excerpt. The share of hits here may be higher or lower than overall.
SMILES | RBX1-CUL1 inh
CN(C)N1C(=O)CC(N2CCCCC2)C1=O (stereo unspecified) | -16
CC(=O)c1cc(CN2CCc3onc(-c4ccccc4)c3C2)cs1 | -6
C/C(=N/NC(=O)c1cccs1)c1ccc(NC(=O)COc2ccc(Cl)cc2Cl)cc1 | 4
N=C1/C(=C/c2cccc(OC(=O)c3cccs3)c2)C(=O)N=C2SC(c3cccs3)=NN12 | 95*
CCOC(=O)CC1COCCN1C(=O)C1CCN(c2nc(C)c3cc(C(C)C)ccc3n2)CC1 (stereo unspecified) | 3
CC1CCN(c2ncnc3sc4c(c23)CCC(C)C4)CC1 (stereo unspecified) | -1
O=C(NCCCCN1CCOCC1)C1CCCN1 (stereo unspecified) | 4
CCOC(=O)C1=NN(c2ccccc2)C(c2ccccc2)CC1=O (stereo unspecified) | 5
CCS(=O)(=O)c1ncc(CN(C)CC(O)c2ccccc2)n1CCOC (stereo unspecified) | 10
C/C(=N/OCC(=O)Nc1ccccc1Cl)c1cccs1 | 1
COc1ccccc1CNc1nc(-c2ccco2)nn1S(=O)(=O)c1ccc(C)cc1 | -2
CCOC(=O)C1C(=N)OC2=C(C(=O)CCC2)C1c1ccc(F)c(Br)c1 (stereo unspecified) | 7
COC(=O)c1ccc(Cn2nnc3c(sc4nc(N5CCOCC5)c5c(c43)CCCC5)c2=O)o1 | -9
CCC(=O)Nc1cccc2ccccc12 | 8
COCCCNc1ncnc2sc(C(=O)N3CCN(C/C=C/c4ccccc4)CC3)c(C)c12 | 2
CCN(C(=O)CCS(=O)(=O)c1ccc2c(c1)oc(=O)n2C)c1ccc(OC)cc1 | 6
COc1ccc(CN2CCNC(=O)C2CC(=O)NC2CCC2)cc1OC (stereo unspecified) | 7
Cc1ccc2c(c1)CN(CC1CC1)CC(c1ccsc1)O2 (stereo unspecified) | -2
O=[N+]([O-])c1ccccc1N/N=C/c1ccc(Cl)cc1 | -10
Cn1ccnc1CN1C[C@H]2OC(=O)N(CCc3ccc(F)cc3)[C@H]2C1 | -3
O=S(=O)(Cc1ccc(F)cc1)NCC1CCCO1 (stereo unspecified) | -1
Cc1ccc(-n2ncc(C(=O)N3CCCCC3)c2C2CCN(C(=O)OC(C)(C)C)CC2)cc1C | -7
Cc1ccc(CNC(=O)CCC(=O)N2CC3CCCN3c3ccccc32)cc1 (stereo unspecified) | -10
O=C(CSc1nc(-c2ccccc2)nc2cc(=O)[nH]n12)Nc1ccccc1 | -3
Cc1cccc(NC(=O)Cn2c(=O)n(Cc3ccccc3)c(=O)c3sc4ccccc4c32)c1 | -4
Cc1ccc(NC(=O)Cc2ccc(-n3c(C)nc4cccnc43)cc2)c(Cl)c1 | 0
Cn1cnc2c([nH]c3ccccc32)c1=O | -14
Cc1ccnc(NC(=O)c2ccc(Cl)c(N)c2)c1 | -7
CCCOc1ccc2ccccc2c1/C=C1\SC(=O)NC1=O | -2
O=C(Cc1cccc2ccccc12)Nc1nc(-c2ccc(S(=O)(=O)N3CCOCC3)cc2)cs1 | -5
COc1ccc(C)cc1NC(=O)C1CCN(S(=O)(=O)c2c(C)noc2/C=C/c2ccco2)CC1 | -6
CCC(C)CNC1CCN(c2ccc(C(=O)NCc3ccc4c(c3)OCO4)cc2)CC1 (stereo unspecified) | 4
CC(=O)NC(C)c1cc2c(cc1Br)OCCO2 (stereo unspecified) | 4
COc1ccc(C2c3c(n[nH]c3-c3ccc(C4CCCCC4)cc3)OC(=N)C2C#N)cc1 (stereo unspecified) | 4
CCc1nnc(NC(=O)c2ccc(C3CCCN3)s2)s1 (stereo unspecified) | 12
COCCCNC(=O)c1ccc2c(c1)NC(=O)C(C(C)C)N2 (stereo unspecified) | 3
Cc1cc(OCC(=O)c2ccccc2)nc(SCC(=O)c2ccccc2)c1C#N | -1
COc1ccc(CNC(=O)Cc2cccc3ccccc23)cc1 | -3
COCCCNS(=O)(=O)c1cnc(Cl)c(Br)c1 | -11
COc1ccc(OC)c(NC(=O)C(NS(=O)(=O)c2ccc3c(c2)CCCC(=O)N3)C(C)C)c1 (stereo unspecified) | 7
O=C1c2ccccc2C(=O)N1CCCCSc1ncnc2scc(-c3ccccc3)c12 | -9
O=C(NC1(C(F)(F)F)NC(=O)N(CCc2ccccc2)C1=O)c1ccccc1Cl (stereo unspecified) | -1
COC(=O)C1CCN(C(=O)c2cc3c(=O)n4cc(C)ccc4nc3n2C)CC1 | 3
COc1cccc(CCNC(=O)c2cnc3sc(N4CCCC4)nn3c2=O)c1 | 5
Cc1cc2c(c3oc(=O)c4ccccc4c13)CN(Cc1ccc(F)cc1)CO2 | -6

# Looked up above.
# COc1ccc(CNC(=O)Cc2cccc3ccccc23)cc1 in RBX1-CUL1 inh has -3
# Cc1cc2c(c3oc(=O)c4ccccc4c13)CN(Cc1ccc(F)cc1)CO2 in RBX1-CUL1 inh has -6
# O=C1c2ccccc2C(=O)N1CCCCSc1ncnc2scc(-c3ccccc3)c12 in RBX1-CUL1 inh has -9
# CCC(C)CNC1CCN(c2ccc(C(=O)NCc3ccc4c(c3)OCO4)cc2)CC1 (stereo unspecified) in RBX1-CUL1 inh has 4

# Next part
SMILES | RBX1-CUL1 inh
Cc1cccc(C(=O)NC(=S)Nc2cccc(C)c2C)c1 | -3
CCc1nn(CC(=O)NCc2ccco2)c(=O)c2cc3c(OC)cccc3n12 | 8
CC(=O)Nc1ccc(C(=O)Nc2ccc(S(=O)(=O)N3CCC(C)CC3)cc2)cc1 | -7
CCOC(=O)c1ccccc1NC(=O)C1CCN(c2ncnc3c2nc2n3CCCCC2)CC1 | 0
Cc1ccc(Cl)c2sc(NC(=O)CS(=O)(=O)c3ccc(Cl)cc3)nc12 | -4
Cc1nc(N)sc1C(=O)N/N=C\c1cccc(OCc2ccccc2)c1 | 2
Cc1ccc2oc(SCC(=O)c3cc4c(ccc5ccccc54)oc3=O)nc2c1 | 2
CCCc1c(C)nc(N2CCN(c3cccc(OC)c3)CC2)[nH]c1=O | -1
Cc1nn2c(C)c(C(=O)NCc3ccco3)cnc2c1-c1ccccc1 | -6
CCOC(=O)c1csc(N=C2NC(=O)/C(=C/c3ccc4c(c3)OCO4)S2)n1 | 3
CC(=O)Nc1cc(C(=O)N(C)Cc2nc3c(s2)CCCC3)c2c(c1)nc(C)n2Cc1ccccc1 | 7
C=CCS(=O)(=O)c1nc2ccccc2s1 | 1
COc1ccc(NC(=O)C(C)Oc2ccccc2)cc1OC (stereo unspecified) | 6
CC(C)c1cc(C(=O)N2CCN(c3ncccn3)CC2)cs1 | 2
O=C(NCc1ccccc1Br)c1cnc2sc(N3CCCCCC3)nn2c1=O | -4
O=C(CS(=O)(=O)C(C1=NCCS1)S(=O)(=O)CC(=O)c1ccccc1)c1ccccc1 | 1
Cc1ccccc1C(=O)N1CCN(S(=O)(=O)c2cccs2)CC1 | -6
Cc1cc(-c2csc(C)c2)cs1 | 3
O=C(/C=C/c1ccco1)Nc1cccc(-c2nc3ccccc3c(=O)o2)c1 | 6
O=c1[nH]c2ccc(NCc3ccc(-c4ccccc4F)o3)cc2[nH]1 | -4
COCc1c(C(=O)NCc2ccc(OC)cc2OC)cnn1-c1nccc(-c2cc(C)sc2C)n1 | -4
COc1cccc(C(=O)NC(=S)Nc2ccc(Cl)c(-c3nc4ncccc4o3)c2)c1 | 1
CC1C/C(=N\O)C2OC(c3ccccc3)OCC2O1 (stereo unspecified) | 2
COc1ccc(-c2[nH]c(-c3ccc(O)cc3)nc2-c2ccccc2)cc1 | -4
O=C(c1ccc2c(c1)OCCO2)N(Cc1cccnc1)c1nc2ccc(F)cc2s1 | 1
COc1ccccc1OCCCCCCc1c(C)n[nH]c1C | 8
Cc1cccc(C)c1OC(=O)CSc1nnc(CNC(=O)c2ccccc2)o1 | -8
CCC(=O)N[C@@H]1c2ccccc2C2(CCN(C(=O)c3cccc(C)c3)CC2)[C@H]1OCc1cccnc1 | 7
O=C(CCN1C(=O)c2ccccc2C1=O)NC1CCS(=O)(=O)C1 (stereo unspecified) | 5
CCOC(=O)c1c(-c2ccc(OC)c(OC)c2)csc1NC(=O)c1ccc(F)cc1 | -1
COc1ccccc1NC(=O)c1c(NC(=O)C(C)(C)C)sc2c1CCCCC2 | -6
O=[N+]([O-])c1ccc2c(c1)Cc1cc([N+](=O)[O-])ccc1S2 | 1
CCC(=O)Oc1cccc(C2Oc3nc(SC)nnc3-c3ccccc3N2C(=O)CC)c1 (stereo unspecified) | -8
Nc1nn2c(c1N=Nc1cccc(C(F)(F)F)c1)N=C(c1ccccc1)CC2=O | 1
COc1cccc2ccc(/C=C/c3cc(C(C)(C)C)c(O)c(C(C)(C)C)c3)nc12 | 4
O=c1[nH]n2c(C(F)(F)F)cc(-c3ccccc3)nc2c1Br | -3
O=C(CN(c1cccc(Cl)c1)S(=O)(=O)c1ccc(Cl)cc1)NCc1ccccc1Cl | -6
Cc1ccc(N2C(=O)/C(=C/c3cc(C)n(-c4ccc(C#N)cc4)c3C)C(=O)NC2=S)cc1Cl | 0
O=C(Nc1ccnn1C1CCN(C(=O)Cc2cccnc2)CC1)C1CCCC1 | -13
CC(=O)CCC(=O)c1ccc2ccccc2c1 | -3
Cc1cc(C)nc(NS(=O)(=O)c2ccc(NC(=O)Nc3cccc(Cl)c3)cc2)n1 | 7
COc1ccc(OC)c(C2c3ccc(N)cc3OC(=N)C2C#N)c1 (stereo unspecified) | 5
CCOC(=O)c1cc(-c2ccccc2)n(CCCC(=O)Nc2ccc(C)c(Cl)c2)c1C | 3
N#CC(c1ccc(Cl)cc1Cl)c1cnnc2ccccc12 (stereo unspecified) | -6
CCSc1ccc(Sc2cc(F)ccc2CC(=O)O)cc1 | 2
O=C(Nc1ccc(Br)cn1)c1cccc2ccccc12 | 1
CCOc1ccc2c(c1)NC(c1ccc(OCC)c(OCC)c1)=NC(c1ccc(F)cc1)=N2 | -5
O=C(O)c1ccc(N2C(=S)NC(=O)C23CCCCC3)cc1 | 7
COCCn1c(=O)c2c(nc3n(-c4ccc(OC)cc4)c(C)cn23)n(C)c1=O | -1
CCOC(=O)C1(Cc2ccccc2Cl)CCN(C(=O)CCN2CCOCC2)CC1 | 6
CCOc1ccc(NC2=NC(C(=O)Nc3ccc(OC)cc3)CC(=O)N2)cc1 (stereo unspecified) | 3
COc1cc(OC)c(OC)cc1/C=C1/SC(=Nc2ccccc2)NC1=O | -8
Cc1cccc(NC(=O)COc2ccc(Br)cc2C=C2C(=O)NC(=S)NC2=O)c1 | 0
CCOc1ccccc1NC(=O)c1ccccc1NS(C)(=O)=O | 0
O=C(Nc1ccc(S(=O)(=O)Nc2nccs2)cc1)c1ccco1 | 3
CCc1ccc(S(=O)(=O)Nc2cc(-c3cn4ccccc4n3)ccc2C)cc1 | -2
OC1(c2cnn(Cc3ccccc3)n2)CCCCC1 | 0
Cc1cc(Cl)c(S(=O)(=O)Nc2cccnc2)cc1OCC(N)=O | 0
CCn1cc([N+](=O)[O-])c(C(=O)N2N=C3/C(=C/c4ccccc4OC)CCCC3C2c2ccccc2OC)n1 (stereo unspecified) | -5
CC(C)CS(=O)(=O)c1ncc(CN2CCC[C@H]2CO)n1Cc1ccccc1 | 6

# More results
SMILES | RBX1-CUL1 inh
CC(CCCC(C)(C)O)NC1CCN(c2ccc(CC(=O)NCCc3cccc(F)c3)cc2)CC1 (stereo unspecified) | 1
Cc1ccc(C(=O)COC(=O)c2cccc(N3C(=O)c4ccc(Br)cc4C3=O)c2)cc1 | 2
CC(Sc1oc(-c2cccs2)nc1S(=O)(=O)c1ccccc1)c1ccccc1 (stereo unspecified) | -9
O=C(Nc1ccc2oc(-c3ccc4ccccc4c3)nc2c1)c1ccc([N+](=O)[O-])o1 | 5
COc1ccc(C2CC(=O)CC(=Nc3ccc(C)c(C)c3)C2)cc1OC (stereo unspecified) | 11
COc1ccccc1Oc1ncccc1CNS(C)(=O)=O | 7
CCOc1ccccc1NS(=O)(=O)Cc1ccccc1F | 0
CCC(C)NC(=O)c1ccc(OC(C)C)cc1 (stereo unspecified) | -2
O=C(O)c1ccc(Cn2cc(Br)c([N+](=O)[O-])n2)cc1 | -2
COc1ccc(S(=O)(=O)NC2(C(F)(F)F)NC(=O)N(CCc3ccccc3)C2=O)cc1 (stereo unspecified) | 4
CCOC(=O)c1ccc(NC(=O)c2sc3nc4ccc(C)cc4cc3c2N)cc1 | 2
COC(=O)c1ccccc1NC(=O)Cn1cc(S(=O)(=O)Cc2ccccc2F)c2ccccc21 | 15
Cc1oc(-c2cccs2)nc1CN1CCCC(N(C)Cc2ccccc2)C1 (stereo unspecified) | -7
COc1ccc(/C=N/NC(=O)c2cccc(C)c2)cc1O | 1
CC(=O)Nc1ccc(-c2csc(N=CC3C(=O)OC(C)(C)OC3=O)n2)cc1 | 3

# Gathered by group, those above containing an NH in an aromatic ring (8)
SMILES | RBX1-CUL1 inh
O=C(CSc1nc(-c2ccccc2)nc2cc(=O)[nH]n12)Nc1ccccc1 | -3
Cn1cnc2c([nH]c3ccccc32)c1=O | -14
COc1ccc(C2c3c(n[nH]c3-c3ccc(C4CCCCC4)cc3)OC(=N)C2C#N)cc1 (stereo unspecified) | 4
CCCc1c(C)nc(N2CCN(c3cccc(OC)c3)CC2)[nH]c1=O | -1
O=c1[nH]c2ccc(NCc3ccc(-c4ccccc4F)o3)cc2[nH]1 | -4
COc1ccc(-c2[nH]c(-c3ccc(O)cc3)nc2-c2ccccc2)cc1 | -4
COc1ccccc1OCCCCCCc1c(C)n[nH]c1C | 8
O=c1[nH]n2c(C(F)(F)F)cc(-c3ccccc3)nc2c1Br | -3

# Following part
SMILES | RBX1-CUL1 inh
CCCCCCOc1ccc(C(=O)N2CCN(Cc3ccccc3)CC2)cc1 | -4
COc1ccc(CNS(=O)(=O)c2ccc(Br)c3nsnc23)cc1 | 5
Cc1ccccc1Cn1c2ccccc2c2cnn(CC(=O)NCc3ccccn3)c(=O)c21 | -3
CN1CCN([C@@H]2CCN(C(=O)c3cc4c(s3)CCCCC4)C[C@H]2O)CC1 | 1
CC1=C(C#N)c2nc(N)c(C#N)c(C)c2/C1=C\c1ccc(Br)s1 | 0
CCOC(=O)c1ccccc1NC(=O)CSc1nc2ncccc2[nH]1 | -5
CCc1ccc(OCCCC(=O)Nc2ccccc2OC)cc1 | 2
O=C1CCCCCCCN1C(=O)c1ccc(Cl)cc1 | -8
COC(=O)C1C(=O)C2=C(CC1C)NC(=O)CC2c1ccccc1C (stereo unspecified) | 6
